Assay outcomes deposited in PubChem BioAssay by several laboratories.
PfHsp40 yeast: rescue of PfHsp40-mediated yeast toxicity; S. cerevisiae expressing PfHsp40, growth rescue, ATP luminescence; growth rescue, % at 12.5 µM; 340,000 compounds, 0.68% hits; AID 504582; in the data active = growth rescue above about 28%, passing the limit was not always enough; inconclusive = no clear call, values can overlap the other calls;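 note: yeast W303a lacking pdr1 and pdr3 grown in galactose medium; growth measured after three days at 30 °C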
SSB-PriA inh: inhibitors of Klebsiella pneumoniae PriA binding to SSB C-terminal tail; AlphaScreen SSBct-PriA binding, biotinylated peptide; 430,000 compounds, 0.6% hits; inhibition, % at 33 µM; in the data active = inhibition mostly above about 37%, no sharp cut-off; inactive = mostly below about 20%;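 note: plate controls were negative control peptide for no effect and reference peptide for full effect; strong numbers were not always called active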
3CLpro inhibitor: SARS-CoV 3CLpro protease inhibition | AID 1706 | inhibition, % at 6 µM | P0C6X7 | recombinant SARS-CoV 3CLpro, quenched FRET peptide cleavage | 290,000 compounds, 0.14% hits; in the data active = inhibition above about 12%
Rv3671c inh: inhibitors of M. tuberculosis serine protease Rv3671c; P9WHR9; inhibition, % at 5.96 µM; 320,000 compounds, 0.048% hits; in the data active = inhibition above about 38%;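 note: extracellular domain of Rv3671c used as enzyme; 0% = enzyme with DMSO and 100% = no enzyme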
Target sequence (P9WHR9 whole entry, looked up, the tested form may be a part): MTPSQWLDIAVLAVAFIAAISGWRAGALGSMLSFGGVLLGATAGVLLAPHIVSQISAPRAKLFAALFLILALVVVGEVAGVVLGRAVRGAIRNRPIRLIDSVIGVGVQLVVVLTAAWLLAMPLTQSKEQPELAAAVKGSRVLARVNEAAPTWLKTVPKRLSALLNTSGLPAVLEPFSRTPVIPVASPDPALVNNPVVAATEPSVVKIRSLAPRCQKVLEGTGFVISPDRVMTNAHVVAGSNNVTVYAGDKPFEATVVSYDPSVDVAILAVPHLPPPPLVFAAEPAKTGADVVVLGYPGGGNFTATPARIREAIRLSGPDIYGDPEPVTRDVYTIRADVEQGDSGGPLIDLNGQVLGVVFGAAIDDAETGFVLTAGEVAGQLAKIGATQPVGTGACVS
MazEF act: activators of E. coli MazEF toxin-antitoxin RNase; P0AE70; FAM/BHQ RNA-DNA oligo cleavage fluorescence, 5 h; activation, % at 20 µM; 350,000 compounds, 0.32% hits; AID 504720; in the data active = activation above about 50%
Target sequence (P0AE70 whole entry, looked up): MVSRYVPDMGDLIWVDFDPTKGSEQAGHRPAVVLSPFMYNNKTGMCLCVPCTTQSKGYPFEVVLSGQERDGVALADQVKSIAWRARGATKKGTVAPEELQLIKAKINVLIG
DUSP3 inh: blocks human VHR1 dual specificity phosphatase. recombinant VHR phosphatase, pNPP absorbance. inhibition, % at 13.3 µM. 290,000 compounds, 0.52% hits; in the data active = inhibition above about 50%; note: some compounds called inactive have numbers as strong as hits
Target sequence (P51452 whole entry, looked up): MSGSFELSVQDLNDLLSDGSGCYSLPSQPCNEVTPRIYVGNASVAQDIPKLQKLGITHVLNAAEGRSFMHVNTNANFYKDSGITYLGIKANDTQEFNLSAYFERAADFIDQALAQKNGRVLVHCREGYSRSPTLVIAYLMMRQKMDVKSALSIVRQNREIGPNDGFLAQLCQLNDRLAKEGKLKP
Anthrax LF inh2: anthrax lethal factor protease inhibition | inhibition, % at 10 µM | multiplex microsphere protease cleavage assay, LF | P15917 | 360,000 compounds, 0.12% hits; in the data active = inhibition above about 30%; inconclusive = no clear call, values can overlap the other calls; note: plate controls were buffer without enzyme for full effect and enzyme alone for no effect
Vc quorum ag: inducers of Vibrio cholerae quorum light production without autoinducers | activation, % at 18.7 µM | V. cholerae BH1578 lux reporter, luminescence, 6 h | AID 588436 | 350,000 compounds, 0.16% hits; in the data active = activation mostly above about 9.7%, no sharp cut-off; inconclusive = no clear call, values can overlap the other calls; inactive = mostly below about 3.7%; note: not every result past the cut was called active; inactives centre near 0; reference of the scale not given here
TcdB inh: TcdB glycohydrolase inhibition; P18177; TcdB glycohydrolase enzymatic assay, plate reader; inhibition, % at 9.99 µM; 350,000 compounds, 0.24% hits; AID 652162; in the data active = inhibition above about 10%
Yp Topo-I inh: blocks Yersinia pestis topoisomerase I activity; activity, % at 10 µM; 360,000 compounds, 0.064% hits; Y. pestis Topo-I cleavage product accumulation, plate reader; in the data active = activity above about 50%, passing the limit was not always enough; inconclusive = no clear call, values can overlap the other calls; note: inactives centre near 2
Starred values were filed as active, the others as inactive; i = inactive; ? = inconclusive; · = not tested or not shown; & = joins results of further samples.

Structure	PfHsp40 yeast	SSB-PriA inh	3CLpro inhibitor	Rv3671c inh	MazEF act	DUSP3 inh	Anthrax LF inh2	Vc quorum ag	TcdB inh	Yp Topo-I inh
CCN1CCCC1CNC(=O)c1cc([N+](=O)[O-])c(N(C)C)cc1OC (stereo unspecified)	-0.2	-6	-4	-4	10	57*	4	-2.3	1.2	9
O=C(O)c1cc(N/N=C/c2ccc(OCc3ccccc3)cc2)ccc1Cl	0.5	·	-2	4	1	-17	-8	-0.3	-0.5	-1
Cc1ccc2c(c1)c(C)c(C)n2CC(O)Cn1nc(C)c(Br)c1C (stereo unspecified)	-1.0	7	3	9	-3	0	-5	-0.2	·	-7
COc1cccc(/C=C/C(=O)OCC(=O)Nc2ccc3c(c2)OCO3)c1	·	·	·	·	3	·	-1	-0.7	-0.1	12
Cc1ccc(-c2ccccc2NC(=O)CS(=O)CC(=O)Nc2ccc(C)c(Cl)c2)o1 (stereo unspecified)	-0.5	5	4	78*	385*	-2	0	-0.6	1.2	28
CSCCC(NC(=O)c1ccccc1)C(=O)N1CCN(Cc2ccc(Cl)cc2)CC1 (stereo unspecified)	0.5	-13	·	·	3	·	7	i	-0.8	28
CS(=O)(=O)N(CC(=O)N1CCCCC1)c1ccc(Cl)c(C(F)(F)F)c1	-0.4	-7	4	10	-1	-3	-4	i	·	-4
Clc1nssc1=Nc1ccccc1	-0.3	-8	4	·	0	27	-5	-0.2	·	17
O=C(CNC(=O)C(c1ccccc1)c1ccccc1)N/N=C\c1cccc(O)c1	0.1	·	5	-4	-2	12	16	i	1.7	1
CCOC(=O)C1NN=C(C(=O)c2ccccc2)C1c1ccc(Cl)cc1 (stereo unspecified)	0.9	2	2	0	-9	2	-2	i	1.6	1
Fc1ccc(/C=N/n2c(-c3cccs3)n[nH]c2=S)cc1	0.7	·	-4	-3	2	-17	-6	-2.9	·	-3
O=C(c1ccc(-c2ccc(Cl)cc2)o1)N1CCN(S(=O)(=O)c2cccs2)CC1	-0.9	-8	·	-15	-16	·	4	0.8	0.8	13
CCCSC1=C(C#N)C(c2ccccc2C)CC(=O)N1 (stereo unspecified)	0.3	-5	2	9	7	-12	1	-0.6	·	-7
CCOC(=O)CN(C(=O)COc1ccc2c(C)cc(=O)oc2c1)c1ccc(OCC)cc1	-0.3	-14	5	1	6	14	1	-0.2	-2.2	8
CN(Cc1cccnc1)C(=O)c1ccc2nc(Cc3ccccc3F)oc2c1	1.7	6	-2	-1	-2	8	-2	i	0.3	4
COc1cc(C)c(NC(=O)c2cc(C3CC3)nc3c2cnn3C(C)C)cc1OC	18	4	·	-1	10	·	0	i	0.1	4
CC(C)c1ccc(NC(=O)COC(=O)CSc2nnc(N)s2)cc1	-1.4	-16	-1	7	-7	37	0	i	·	0
COCCNC(=O)c1c(N)n(Cc2ccco2)c2nc3ccccc3nc12	0.7	-2	-1	-3	16	25	-10	4.0	·	5
OCCC1CN(C2CCSCC2)CCN1C1CCCC1 (stereo unspecified)	-0.4	-5	4	3	-1	-10	-4	i	3.3	2
O=C(CN1C(=O)C2C3CCC(C3)C2C1=O)Oc1ccc2ccccc2c1 (stereo unspecified)	-0.5	-13	-2	-7	2	22	2	-0.2	2.0	13
O=[N+]([O-])c1ccc2c(c1)OCCOCCOCCOCCOCCOCCO2	1.4	-3	-1	-12	5	-2	-2	-1.3	-0.1	3
COc1ccc(N2C(=O)c3ccccc3NC2c2ccccc2O)cc1 (stereo unspecified)	-1.6	-5	3	0	-5	-16	7	-1.4	-1.5	-3
COc1cc(OC)nc(Oc2ccccc2C(=O)Oc2ccc(F)cc2Cl)n1	1.0	-27	3	-3	1	-4	-2	i	1.3	7
Cc1ccc(OCC(=O)Nc2ccncc2)cc1C	·	·	·	·	13	·	-6	i	1.6	-1
CC12CCC(C(=O)NNc3ccccc3)(OC1=O)C2(C)C (stereo unspecified)	0.9	-5	0	0	-11	21	1	-0.2	-1.4	-2
Cc1ccccc1CN1CCCNC1=O	0.8	-1	-2	10	5	3	-2	i	·	-6
CCN(CC)CCN(Cc1cc2cc3c(cc2[nH]c1=O)OCCO3)C(=S)NCC1CCCO1 (stereo unspecified)	-0.1	-9	5	-11	2	10	-1	i	0.1	-4
Cc1ccc(NC(=O)CNc2ccc(OC(C)C)cc2)cc1	-1.6	11	-1	-10	-3	4	-4	3.2	·	6
COC(=O)c1ccc(NC(=S)NC2c3ccccc3CC2O)cc1 (stereo unspecified)	-0.8	-9	-2	-3	-22	-3	-6	-0.2	2.3	5
Cc1nc2ccccn2c1-c1ccnc(SCc2ccc(Cl)cc2)n1	1.6	-6	2	-28	16	25	·	i	0.8	3
Cc1cc(NC(=O)CCCN2C(=O)c3cccnc3C2=O)ccc1Br	0.1	-1	1	14	14	30	-1	i	-0.2	-12
COCCCN1C(=O)C(CC(=O)NC2CCCC2)CC(C(=O)N2CCOCC2)=C1C (stereo unspecified)	·	·	·	·	7	·	-2	-0.5	0.5	9
COc1ccc(NC(=O)c2ccccc2C)c(OC)c1	1.6	-14	1	1	1	8	-2	0.7	0.8	2
COc1cccc(C2CC(=O)Nc3n[nH]c(-c4ccccc4)c32)c1OC (stereo unspecified)	-0.5	11	-1	1	5	13	-1	0.0	0.7	1
CC(C)OC(=O)CSc1ncnc2c1cnn2Cc1ccccc1	-0.1	-2	1	-1	9	10	-5	i	·	-7
Cc1cccc(-c2noc(CCCC(=O)N3CCOCC3)n2)c1	-0.9	-3	-2	5	-3	-25	-6	-0.9	·	-1
COc1ccc(OC)c(CCNC(=O)CCCc2nnc3n(C)c(=O)c4sccc4n23)c1	0.0	-2	1	-4	9	17	1	-0.2	0.9	2
Cc1cccc(N2CCN(C(=O)/C=C/c3cccs3)CC2)c1C	1.3	-3	-4	-5	-4	-1	-2	-1.6	·	41
Cn1cc(CN2CCN(c3ncccn3)CC2)c(-c2cccc(Cl)c2)n1	-0.4	-3	3	0	4	5	8	-0.2	0.6	13
O=S(=O)(c1ccc(F)cc1)N1CC=C(c2ccccc2)CC1	·	-9	3	-1	-7	12	?	0.4	-0.5	1
Cc1ccc(S(=O)(=O)CCC(=O)Nc2cccc(C)c2)cc1	-0.8	-10	-1	0	-8	5	-2	i	·	1
CCC(=O)N1CCN=C1SCc1cccc(C(F)(F)F)c1	-1.3	-11	2	1	6	10	-2	i	1.1	0
COc1ccc(NC(=O)CSc2nc(SC)ns2)cc1	0.2	0	-1	-4	1	7	-7	-0.1	0.4	-8
CCC(C)NC(=O)CSc1nnc(-c2c[nH]c3ccccc23)o1 (stereo unspecified)	-0.5	5	-4	1	-9	22	-2	-0.5	0.0	-4
c1ccc2[nH]c(NN=C3CCCCCC3)nc2c1	2.6	12	1	4	16	13	-10	-0.3	-13	-12
CCOC(=O)C(C)Sc1ncnc2c1nnn2-c1ccc(F)cc1 (stereo unspecified)	-0.8	-13	-4	-9	2	7	-2	i	·	11
Cc1cc(=O)n2nc(N3CCCC(C(=O)NCCCN4C(C)CCCC4C)C3)sc2n1 (stereo unspecified)	·	·	·	·	2	·	2	-11	0.3	6
Cc1cc(C(=O)COC(=O)Cn2cnc3c2c(=O)n(C)c(=O)n3C)c(C)n1C	0.2	-4	-2	7	2	0	-9	i	·	6
O=C(NC1CCC1)C1CCC(=O)N(Cc2ccccc2F)C1 (stereo unspecified)	-0.3	-9	0	11	2	15	-1	-0.3	-2.3	-2
O=c1[nH]nc(SCc2ccccc2Cl)n1-c1ccc2c(c1)OCCO2	-1.1	2	1	-3	10	22	-5	i	0.8	28

Among those listed so far, these contain a furan ring, fused or not:
Structure	PfHsp40 yeast	SSB-PriA inh	3CLpro inhibitor	Rv3671c inh	MazEF act	DUSP3 inh	Anthrax LF inh2	Vc quorum ag	TcdB inh	Yp Topo-I inh
Cc1ccc(-c2ccccc2NC(=O)CS(=O)CC(=O)Nc2ccc(C)c(Cl)c2)o1 (stereo unspecified)	-0.5	5	4	78*	385*	-2	0	-0.6	1.2	28
O=C(c1ccc(-c2ccc(Cl)cc2)o1)N1CCN(S(=O)(=O)c2cccs2)CC1	-0.9	-8	·	-15	-16	·	4	0.8	0.8	13
COCCNC(=O)c1c(N)n(Cc2ccco2)c2nc3ccccc3nc12	0.7	-2	-1	-3	16	25	-10	4.0	·	5

The list continues:
Structure	PfHsp40 yeast	SSB-PriA inh	3CLpro inhibitor	Rv3671c inh	MazEF act	DUSP3 inh	Anthrax LF inh2	Vc quorum ag	TcdB inh	Yp Topo-I inh
CC(=O)Nc1ccc2sccc2c1	-1.0	0&-7	-1	-10	5	17	-4	i	1.3	-12
S=C(NCCc1ccccc1)N1CCN(Cc2ccccc2)CC1	-0.3	-9	5	-9	6	5	0	-0.4	2.0	3
COc1cccc(-c2cc3nc(NCCOc4ccccc4Cl)n(C)c(=O)c3s2)c1	·	·	·	·	·	·	3	-0.6	0.7	18
COC(=O)c1c(N2C(=O)[C@H]3[C@@H](C2=O)[C@]2(C(=O)Nc4c(C)cccc42)N2CCC[C@@H]32)sc(C)c1C	21	22	5	-4	-4	11	2	-0.3	·	-3

4 entries from above, as labelled records.
COc1cccc(-c2cc3nc(NCCOc4ccccc4Cl)n(C)c(=O)c3s2)c1
  PfHsp40 yeast: ·; SSB-PriA inh: ·; 3CLpro inhibitor: ·; Rv3671c inh: ·; MazEF act: ·; DUSP3 inh: ·; Anthrax LF inh2: 3; Vc quorum ag: -0.6; TcdB inh: 0.7; Yp Topo-I inh: 18
COC(=O)c1c(N2C(=O)[C@H]3[C@@H](C2=O)[C@]2(C(=O)Nc4c(C)cccc42)N2CCC[C@@H]32)sc(C)c1C
  PfHsp40 yeast: 21; SSB-PriA inh: 22; 3CLpro inhibitor: 5; Rv3671c inh: -4; MazEF act: -4; DUSP3 inh: 11; Anthrax LF inh2: 2; Vc quorum ag: -0.3; TcdB inh: ·; Yp Topo-I inh: -3
S=C(NCCc1ccccc1)N1CCN(Cc2ccccc2)CC1
  PfHsp40 yeast: -0.3; SSB-PriA inh: -9; 3CLpro inhibitor: 5; Rv3671c inh: -9; MazEF act: 6; DUSP3 inh: 5; Anthrax LF inh2: 0; Vc quorum ag: -0.4; TcdB inh: 2.0; Yp Topo-I inh: 3
CC(=O)Nc1ccc2sccc2c1
  PfHsp40 yeast: -1.0; SSB-PriA inh: 0&-7; 3CLpro inhibitor: -1; Rv3671c inh: -10; MazEF act: 5; DUSP3 inh: 17; Anthrax LF inh2: -4; Vc quorum ag: i; TcdB inh: 1.3; Yp Topo-I inh: -12

Some of the compounds tested; count on the stated rates, not on these rows.
